# human PMI inhibitors – MPI inhibition at elevated mannose 6-phosphate – biochemical, fluorescence intensity, high mannose 6-phosphate, primary screen (AID 1220); recombinant PMI enzyme, coupled fluorescence intensity; higher % means a stronger effect; actives 0.66% (n = 190,000); inhibition, % at 20 µM; hits with a dose series show IC50 in µM
# b-catenin transl – alters nuclear translocation of beta-catenin in HeLa cells | immunofluorescence imaging | nuclear translocation activity, % at 5 µM | AID 1665 | actives 0.3% (n = 190,000);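 active = nuclear translocation activity above 50% at 5 µM, with a well cell count of 50 or more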;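 also: per-cell ratio of nuclear to cytoplasmic median beta-catenin stain intensity; plate controls were DMSO negative control for no effect and GSK-3 inhibitor IX positive control for full effect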
#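 Assay system: human HeLa cells, native beta-catenin; doses: 5 µM primary, 0.02–20 µM confirmation; incubation: compound treatment 24 h, 37°C, 5% CO2; technique: fluorescence imaging of beta-catenin antibody stain plus DAPI; measure: % activation, nuclear-to-cytoplasmic median beta-catenin signal ratio per cell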
# MT stabilizer – microtubule stabilization, imaging screen; AID 2205; actives 0.83% (n = 200,000); % tubulin-high responders, % at 10 µM; HeLa tubulin immunostaining HCS, 24 h; share of cells brighter than vehicle mean+2SD;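 active = plate Z-score above 3 for both tubulin-high and condensed-nucleus cell shares, with cell loss under 80%, at 10 µM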;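 also: anti alpha tubulin signal scored within the nucleus-defined area of each cell; some results filed as inactive read as strong as hits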
# T cell HTS – T cell immune modulation candidate | calls only at 7 µM | 2C CD8+ T cell-vesicle binding, flow cytometry; hits give low values | actives 0.068% (n = 330,000) | AID 2052;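 active = response, share of CD8 T cells binding vesicles, and their 90th percentile fluorescence all below set limits, cut at about 80% in these data, passing the limit was not always enough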
#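 Read-out – percent CD8+ FL2 mean versus row control · System – murine 2C transgenic CD8+ T lymphocytes · Times – 1.5 h cell–vesicle binding at 37 °C, then 20 min icy labelling · Control set – naked vesicles low, QL9 vesicles with vehicle high · Detection – cytometric PE anti-B7-1 and Alexa647 anti-CD8 signals after 1% paraformaldehyde fixation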
# Insulin prom up – MIN6 insulin promoter up-regulation; MIN6 insulin promoter-GFP reporter, high-content imaging; hits give high values; z-score at 5 µM; actives 0.3% (n = 190,000); AID 1625;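 active = z-score above 3 at 5 µM with at least 500 cells counted in the well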
# Hep lipid drop – modulators of hepatic lipid droplet formation. actives 0.4% (n = 240,000). AML12 mouse hepatocytes, oleate lipid droplets, BODIPY imaging. inhibition, % at 6.5 µM;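 active = lipid droplet intensity inhibited by at least 50%, with more than 500 cells counted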
#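 Material: mouse AML12 hepatocyte cell line, fixed after treatment; Timing: compound with oleate, overnight; Technique: high-content imaging of BODIPY-stained droplets and DAPI nuclei; Probe or stimulus: oleate, 100 µM final; Dosing: compound at 6.5 µM only.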
# TNAP activation fold – stimulation of alkaline phosphatase TNAP activity – biochemical, luminescent, no phosphate acceptor, uHTS, primary screen (AID 1001); purified TNAP, luminescent activation assay, no phosphate acceptor; higher activation fold means a stronger effect; one-dose activation fold at 20 µM; EC50 in µM for titrated hits; actives 0.03% (n = 200,000); in the data active = activation fold from about 3, or a potency from the dose series; inactive = the rest, 99 in 100 with activation fold below about 1.6; also: many of its hits are not listed in these tables
# human PMI inhibition – inhibitors of human PMI, primary screen, biochemical, fluorescence intensity, coupled assay (AID 1209). purified PMI enzyme, coupled fluorescence intensity; higher % means a stronger effect. one-dose inhibition, % at 20 µM; IC50 in µM for titrated hits. actives 0.42% (n = 190,000);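 also: plate controls were DMSO vehicle for no effect and wells lacking substrate for full effect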
# Autophagy HCS – autophagy modulation, high-content screen. MEF GFP-LC3 puncta imaging; test concentration mostly 10 µM. AID 463193. actives 0.98% (n = 190,000). calls only at 10 µM (by protocol);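 active = percentage of spot-positive cells more than 3 SD above its plate mean, without a fluorescence outlier flag or 80% toxicity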;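 also: spot-positive cell cutoff set from DMSO-treated cells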
# Insulin prom up cell count – also measured in Insulin prom up; calls as there; cell count; measured here: cytotoxicity, nuclei count;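 total cells summed across four imaged fields per well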
# Hep lipid drop cells 6.5 µM – second read-out of Hep lipid drop, no call of its own (marks repeat the call); cell count; measured here: cell count, cytotoxicity flag;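 cells counted across two imaged fields per well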
# b-catenin transl cell count 5 µM – recorded beside b-catenin transl, whose call it bears; cell count; measured here: cell count, cytotoxicity flag
# T cell HTS vesicle-bound % – second read-out of T cell HTS, no call of its own (marks repeat the call); double positive events, %; measured here: CD8+ vesicle-bound cell fraction;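 binding gate set so that unloaded-vesicle control wells show 10% double positive cells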
# MT stabilizer Hoechst-high % – recorded beside MT stabilizer, whose call it bears; % Hoechst-high responders; measured here: nuclear condensation Hoechst responders;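 share of cells brighter than vehicle mean plus two SD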
# MT stabilizer cytotoxicity % – also measured in MT stabilizer; calls as there; toxicity, %; measured here: cytotoxicity by cell density;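 0% = mean cell density of plate MIN control wells and 100% = no cells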
# Autophagy HCS cell loss 18 h – second read-out of Autophagy HCS, no call of its own (marks repeat the call); toxicity, %; measured here: cell loss, nuclei count;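 cell loss after 18 h compound exposure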
# An asterisk follows results filed as active; i = inactive; / = no result given. Rule as the data show it, unless noted: active = inhibition above about 50%; inactive = the rest. An unsorted share of the library (roughly 2.9% active in at least one column).
SMILES,human PMI inhibitors,b-catenin transl,b-catenin transl cell count 5 µM,MT stabilizer,MT stabilizer Hoechst-high %,MT stabilizer cytotoxicity %,T cell HTS,T cell HTS vesicle-bound %,Insulin prom up,Insulin prom up cell count,Hep lipid drop,Hep lipid drop cells 6.5 µM,TNAP activation fold,human PMI inhibition,Autophagy HCS,Autophagy HCS cell loss 18 h
CCCNC(=S)N1CCC(C(=O)c2ccc(OC)cc2)CC1,4.7%,/,/,2.1,2.3,11.4,i,35.2,-0.3,1453,31.4,636,1,10.3%,i,7.3
CCN(C(=O)Cc1ccc(Br)cc1)C1CCCCC1,-4.2%,-1.1,1184,1.9,1.6,4.0,i,39.3,-0.71,1319,9.7,813,1.1,5.7%,i,-7.8
COc1ccc(N(C)S(=O)(=O)c2cccc(C(=O)Nc3ccc(-n4cnnn4)cc3)c2)cc1,6.1%,-0.6,995,4.1,3.9,3.9,i,37.7,-2.84,1160,/,/,0.9,5.8%,i,7.8
CCCCOc1ccc(N2C(=O)CC(NCCc3ccc(S(N)(=O)=O)cc3)C2=O)cc1 (stereo not given),1.8%,/,/,1.9,1.4,7.5,i,29.1,/,/,10.7,762,1.1,4.0%,i,-3.5
CCOc1ccc(N(CC(=O)NC(C(C)C)C(C)C)S(=O)(=O)c2ccc(OC)c(OC)c2)cc1,16.3%,1.4,1492,4.3,3.6,8.0,i,20.1,-0.36,1389,2.2,674,1.1,16.7%,i,-5.0
O=C(O)CSc1c(-c2cccs2)[nH]c2ccccc12,4.1%,-2.8,587,2.3,2.4,4.7,i,57.4,0.1,1318,19.5,673,1,-6.6%,i,13.3
Cc1cnc(C(=O)Nc2ccc(C(C)C)cc2)cn1,8.7%,19.2,541,18.0*,29.5*,23.3*,i,29.7,1.11,1072,-17.1,674,1,7.1%,i,-5.2
CCOC(=O)c1nn(-c2c(C)n(C)n(-c3ccccc3)c2=O)cc1O,10.2%,-5.3,1094,3.6,3.7,7.6,i,19.4,-0.11,1116,/,/,1.2,0.7%,i,2.9
CC(C)n1cc(/C=C2/SC(=O)N(CC(=O)N3CCCC3)C2=O)c2ccccc21,3.2%,-0.9,1373,2.4,1.5,4.1,i,5.5,0.2,1244,/,/,1,0.1%,i,-2.1
CCc1ccc(NC(=O)COn2nnc3ccc(S(=O)(=O)N(C)C)cc32)cc1,4.1%,-3.1,1148,2.7,1.7,5.5,i,13.4,1.16,792,-2.9,882,1.1,10.6%,i,10.5
CCOc1ccccc1Oc1cn[nH]c1-c1ccc(OC)cc1O,3.2%,1.7,976,12.0,8.2,1.6,i,16.9,0.11,1229,/,/,1.9,2.7%,i,18.5
CCOc1ccc(S(=O)(=O)N2CCN(S(=O)(=O)c3ccc(OCC)cc3)C(C)C2)cc1 (stereo not given),-1.2%,-5.0,1004,3.7,2.6,6.9,i,46.0,-0.01,1151,/,/,1.1,-8.4%,i,3.2
CCC(=O)Nc1ccc(S(=O)(=O)NCc2ccco2)cc1,-9.3%,/,/,1.8,1.7,8.5,i,38.4,-0.6,951,-0.6,728,1.1,-5.1%,i,-4.8
CCOC(=O)N1CCN(c2c(NCc3ccc(Cl)cc3)c(=O)c2=O)CC1,1.4%,/,/,7.4,40.9,51.9,i,28.2,-0.72,877,/,/,1.2,0.0%,i,24.3
CS(=O)(=O)N1CCC(C(=O)NCCc2ccccc2)CC1,10.9%,/,/,3.2,1.0,4.7,i,18.8,0.05,883,11.9,823,1.2,8.7%,i,2.0
C=CCn1cc(/C=N\NC(=O)c2cc3c(ccc4ccccc43)o2)c2ccccc21,-5.9%,/,/,7.2,3.0,6.5,i,9.8,/,/,/,/,1,-9.4%,i,-5.1
CCOC(=O)/C(C#N)=C/c1cc2ccccc2nc1N1CCOCC1,3.3%,-1.3,979,2.0,1.9,0.2,i,53.7,/,/,15.8,607,1.1,7.0%,i,10.5
Cc1c(Cl)cccc1NC(=O)CN1CCN(CCO)CC1,-7.4%,3.0,941,8.1,0.8,82.8,i,57.6,0.12,1229,3.1,790,1.1,-6.5%,i,8.4
CCSc1nnc(N)s1,0.4%,-3.1,974,1.8,1.3,6.5,i,55.4,0.28,1368,/,/,1.2,-0.6%,i,0.1
c1ccc2c(c1)nc(Nc1ccc3c(c1)OCO3)c1nnnn12,9.1%,-1.9,1015,7.5,2.7,0.4,i,50.9,-0.85,1071,6.2,687,1,7.8%,i,-1.6
O=C(N/C(=C/c1cccnc1)C(=O)N1CCOCC1)c1ccccc1Br,13.3%,-3.4,1157,3.2,2.8,3.4,i,61.5,0.13,1413,-1.9,699,1.1,0.0%,i,2.9
CCOC(=O)CN(c1cccc(C(C)=O)c1)S(C)(=O)=O,-6.1%,0.9,1152,2.2,1.2,3.3,i,39.8,-0.94,896,-2.4,814,1.1,0.7%,i,33.3
O=C(c1cccnc1)C1Cc2ccccc2C1=O (stereo not given),/,-0.8,1290,/,/,/,i,28.4,0.51,1132,13.7,834,/,/,/,/
CC(C)=C1SC(N2CCN(c3cccc(Cl)c3)CC2)=NC1=O,7.1%,/,/,3.2,5.4,7.6,i,47.5,0.7,1280,-3.2,688,1,8.9%,i,-1.6
C=CCN(CC(=O)NCc1ccccc1)C(=O)c1csnn1,1.7%,-0.5,987,3.9,1.4,8.8,i,39.8,-0.83,1355,/,/,1,-0.3%,i,-48.4
# (list continues)
SMILES,human PMI inhibitors,b-catenin transl,b-catenin transl cell count 5 µM,MT stabilizer,MT stabilizer Hoechst-high %,MT stabilizer cytotoxicity %,T cell HTS,T cell HTS vesicle-bound %,Insulin prom up,Insulin prom up cell count,Hep lipid drop,Hep lipid drop cells 6.5 µM,TNAP activation fold,human PMI inhibition,Autophagy HCS,Autophagy HCS cell loss 18 h
NC1=NC(=O)/C(=C/c2cn(CCC(=O)O)nc2-c2ccc(Cl)cc2)S1,10.0%,-2.9,1050,4.5,2.9,5.3,i,19.0,-0.09,1606,6.7,658,1.1,9.1%,i,7.6
CCOC(=O)C1=C(CC)OC(N)=C(C#N)C1c1ccc(OC)cc1OC (stereo not given),-4.5%,-1.9,1273,6.0,2.0,5.7,i,31.2,0.07,1244,5.9,742,1,1.2%,i,8.2
COc1ccc(OCc2nnc(SC3CCOC3=O)n2-c2ccccc2)cc1 (stereo not given),7.2%,-3.5,1097,2.3,1.4,6.3,i,36.8,-0.05,851,-1.1,759,1,8.9%,i,-1.9
CN(C)NC(=S)NC1(C)CCS(=O)(=O)C1 (stereo not given),/,-1.0,1356,/,/,/,i,17.7,0.56,1086,2.9,747,/,/,/,/
CC(C)OC(=O)c1c(F)c(F)c(N2CCOCC2)c(F)c1F,1.4%,1.4,1137,6.7,1.9,1.1,i,35.2,-0.79,1201,/,/,1.1,-3.3%,i,2.2
CCC1=Nc2cc(C(=O)O)ccc2Sc2ccc(Cl)cc21,-7.3%,1.7,580,3.2,3.1,6.4,i,49.7,0.43,1175,26.1,731,1,-9.1%,i,7.7
CCCCN1C(=O)CC(Sc2ncccc2C(=O)O)C1=O (stereo not given),-8.4%,1.2,1506,9.7,2.6,39.2,i,27.8,0.29,1448,11.4,675,1,-9.5%,i,-4.4
CCCCc1ccc(NC(=S)Nc2cccnc2)cc1,14.7%,0.5,1052,4.7,3.7,9.9,i,29.7,-0.59,1400,-26.5,643,1,10.5%,i,3.1
O=C(CSc1ncnc2ccccc12)Nc1ccc2c(c1)OCO2,10.8%,2.1,978,2.3,3.6,9.6,i,51.3,-0.08,1526,-41.8,692,1.1,13.2%,i,6.6
c1ccc(N2CCN(c3nnc(Cc4cccnc4)c4ccccc34)CC2)nc1,12.7%,-0.1,1353,3.2,1.5,10.8,i,28.1,0.23,1646,/,/,1,12.8%,i,9.4
CC1=C(C)C(OCCCl)N(c2cc(O)c(Cl)cc2F)C1=O (stereo not given),/,-0.1,1327,/,/,/,i,9.7,0.17,1056,8.0,714,/,/,/,/
CN(C(=O)CSc1nc2ccc(Br)cc2c(=O)n1Cc1ccco1)C1CCS(=O)(=O)C1 (stereo not given),/,-1.3,1136,/,/,/,i,9.3,-0.77,1516,-8.1,707,/,/,/,/
Clc1ccccc1/C=C/C=N/Nc1nc(N2CCOCC2)nc(N2CCOCC2)n1,-7.1%,-1.9,1114,5.1,2.4,6.6,i,21.6,-1.69,1113,15.7,693,1,0.6%,i,-8.8
O=Cc1c(Cl)nc2ccccn2c1=O,/,-1.4,1281,/,/,/,i,25.8,0.73,1044,-0.6,699,/,/,/,/
Cc1ccc(N2CC(C(=O)Nc3ccc(S(=O)(=O)Nc4nccs4)cc3)CC2=O)cc1 (stereo not given),-3.6%,1.1,1107,1.3,1.1,2.0,i,57.5,0.49,1337,-1.5,671,1.1,-10.3%,i,25.1
Cc1nnc(C)n1/N=C/c1cccn1C,-2.5%,/,/,3.8,2.5,7.6,i,43.4,-0.98,1337,2.4,731,1.1,5.1%,i,1.7

# Entries from the list above that have a furan ring, fused or not:
SMILES,human PMI inhibitors,b-catenin transl,b-catenin transl cell count 5 µM,MT stabilizer,MT stabilizer Hoechst-high %,MT stabilizer cytotoxicity %,T cell HTS,T cell HTS vesicle-bound %,Insulin prom up,Insulin prom up cell count,Hep lipid drop,Hep lipid drop cells 6.5 µM,TNAP activation fold,human PMI inhibition,Autophagy HCS,Autophagy HCS cell loss 18 h
CCC(=O)Nc1ccc(S(=O)(=O)NCc2ccco2)cc1,-9.3%,/,/,1.8,1.7,8.5,i,38.4,-0.6,951,-0.6,728,1.1,-5.1%,i,-4.8
C=CCn1cc(/C=N\NC(=O)c2cc3c(ccc4ccccc43)o2)c2ccccc21,-5.9%,/,/,7.2,3.0,6.5,i,9.8,/,/,/,/,1,-9.4%,i,-5.1
CN(C(=O)CSc1nc2ccc(Br)cc2c(=O)n1Cc1ccco1)C1CCS(=O)(=O)C1 (stereo not given),/,-1.3,1136,/,/,/,i,9.3,-0.77,1516,-8.1,707,/,/,/,/
